Screening results from PubChem.
IDH1 R132H inh – inhibitors of human IDH1 R132H; O75874; IDH1 R132H reductase, diaphorase/resazurin fluorescence, 60 min; actives 0.18% (n = 70,000); inhibition, % at 10 µM; in the data active = inhibition above about 34%;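 note: 0% = DMSO and 100% = no enzyme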
PRC2 inh – EZH2 (human) methyltransferase inhibition | Q15910 | actives 0.35% (n = 57,000) | inhibition, % at 12.5 µM | PRC2 H3K27 methylation, DELFIA TRF, 1 h;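 active = mean inhibition of replicates at least 50% and every single replicate also reaching 50%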;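 note: dimethyl H3K27 on biotinylated H3 21-44 peptide detected by antibody; plate controls were median neutral control wells for no effect and median positive control wells for full effect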
Target sequence (Q15910 whole entry, looked up): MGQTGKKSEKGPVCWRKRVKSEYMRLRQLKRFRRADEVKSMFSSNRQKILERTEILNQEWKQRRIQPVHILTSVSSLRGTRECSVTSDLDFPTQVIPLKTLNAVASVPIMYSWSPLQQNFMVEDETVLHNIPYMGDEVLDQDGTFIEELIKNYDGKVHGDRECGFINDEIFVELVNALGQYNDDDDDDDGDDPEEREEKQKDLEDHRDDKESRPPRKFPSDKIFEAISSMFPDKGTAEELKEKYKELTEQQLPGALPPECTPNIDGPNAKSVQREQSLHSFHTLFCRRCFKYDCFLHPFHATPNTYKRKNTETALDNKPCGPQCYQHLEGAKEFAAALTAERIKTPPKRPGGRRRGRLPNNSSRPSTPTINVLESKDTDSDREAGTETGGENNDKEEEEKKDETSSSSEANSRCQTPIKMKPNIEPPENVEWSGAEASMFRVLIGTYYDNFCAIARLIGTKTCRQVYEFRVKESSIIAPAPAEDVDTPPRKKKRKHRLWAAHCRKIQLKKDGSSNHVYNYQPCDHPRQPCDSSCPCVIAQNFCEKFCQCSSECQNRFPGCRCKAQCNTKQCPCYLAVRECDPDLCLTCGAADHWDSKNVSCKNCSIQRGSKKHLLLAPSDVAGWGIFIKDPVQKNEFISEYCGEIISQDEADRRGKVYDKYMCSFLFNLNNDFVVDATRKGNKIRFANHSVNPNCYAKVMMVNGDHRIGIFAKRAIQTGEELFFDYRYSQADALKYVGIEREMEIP
Active calls of the source: *; · = no result given; & = joins results of further samples. Some of the compounds tested. The share of hits here may be higher or lower than overall.

Sequence of screens – IDH1 R132H inh	PRC2 inh
- CO[C@@H]1CN(C)C(=O)c2ccc(NC(=O)Nc3cccc(F)c3)cc2OC[C@H](C)N(C(=O)Nc2c(C)noc2C)C[C@@H]1C
  0.4	-0.9
- C[C@@H]1CN([C@H](C)CO)S(=O)(=O)c2ccc(C3=CCCC3)cc2O[C@@H]1CN(C)Cc1ccccn1
  ·	1.1
- COc1ccccc1S(=O)(=O)N[C@@H]1C=C[C@H](CC(=O)N2CCN(C)CC2)O[C@H]1CO
  -0.1	6.3
- COc1ccc(CN(C)C[C@@H]2OCCCC[C@H](C)Oc3ccc(NS(=O)(=O)c4ccc(OC)cc4)cc3C(=O)N([C@@H](C)CO)C[C@@H]2C)cc1
  -3.2	·
- CO[C@@H](CN(C)Cc1cc(F)ccc1F)[C@H](C)CN([C@H](C)CO)S(=O)(=O)c1ccc(F)cc1
  -0.1	5.2
- COc1cccc(S(=O)(=O)N(C)C[C@@H]2Oc3ncc(C#CCN(C)C)cc3C(=O)N([C@H](C)CO)C[C@@H]2C)c1
  -0.9&-2.5	11.6
- COc1cc(OC)cc(-c2nnc(SCC(=O)Nc3cc(C(F)(F)F)ccc3Cl)o2)c1
  0.8	-4.9
- C[C@H]1CN([C@@H](C)CO)S(=O)(=O)c2ccc(C#Cc3ccncc3)cc2O[C@H]1CN(C)C(=O)C1CCC1
  ·	-6.9
- C[C@@H]1CN([C@H](C)CO)C(=O)c2cc(N(C)C)ccc2O[C@@H]1CN(C)S(=O)(=O)c1cn(C)cn1
  -1.2	3.8
- Cc1ccc(S(=O)(=O)N(C)C[C@H]2Oc3ccc(NC(=O)CCC(F)(F)F)cc3C(=O)N([C@H](C)CO)C[C@H]2C)cc1
  -0.1	-1.0
- COc1ccc(S(=O)(=O)N[C@H]2CC[C@H](CC(=O)N3CCC(Cc4ccccc4)CC3)O[C@@H]2CO)cc1
  -0.4	11.1
- CO[C@H](CN(C)S(=O)(=O)c1ccc(C)cc1)[C@@H](C)CN(Cc1ccccc1Cl)[C@@H](C)CO
  0.1	41.7
- O=C(C[C@H]1C=C[C@H](NC(=O)Nc2cc(F)ccc2F)[C@H](CO)O1)NCc1ccccn1
  0.3	1.5
- O=C1O[C@H](c2ccccc2)[C@H](c2ccccc2)N2[C@H]1[C@@H](C(=O)N1CCN(c3ncccn3)CC1)[C@]1(C(=O)Nc3ccccc31)[C@H]2c1ccc(O)cc1
  0.3	-9.0
- C[C@@H]1CN([C@@H](C)CO)C(=O)c2cc(NC(=O)Cn3cnnn3)ccc2O[C@@H]1CN(C)Cc1ccccc1
  2.8	3.5
- C[C@@H]1CN([C@@H](C)CO)C(=O)c2cc(C#Cc3ccccc3F)cnc2O[C@@H]1CN(C)C
  -3.2	-13.7
- C[C@@H]1CCCCO[C@@H](CN(C)S(=O)(=O)c2ccccc2)[C@H](C)CN([C@H](C)CO)C(=O)c2cc(NC(=O)Nc3ccc(C(F)(F)F)cc3)ccc2O1
  6.2	·
- C[C@H]1CN([C@@H](C)CO)C(=O)c2cc(C#Cc3ccc(F)cc3)cnc2O[C@H]1CN(C)C(=O)Nc1ccc(F)cc1
  -0.3	-9.9
- C[C@H](CO)N1C[C@H](C)[C@@H](CN(C)C(=O)C2CC2)Oc2cc(C#Cc3cccnc3)ccc2S1(=O)=O
  -1.7	7.6
- COc1ccc(NC(=O)C(C)N(c2ccc(Cl)cc2)S(C)(=O)=O)cc1 (stereo not given)
  -0.1	13.0
- COc1ccc(NC(=O)Nc2ccc3c(c2)[C@@H]2C[C@@H](CC(=O)NCC4CC4)O[C@H](CO)[C@@H]2O3)cc1
  0.0	-1.5
- O=C1c2ccccc2[C@@]2(Cc3ccccc3N(Cc3ccccc3)C2=O)[C@H](c2ccc(CO)cc2)N1C1CCCCC1
  ·	0.8
- C[C@H]1CN([C@@H](C)CO)C(=O)Cc2cc(NC(=O)C3CC3)ccc2O[C@H]1CN(C)C
  0.7	-4.8
- C[C@@H]1CN([C@@H](C)CO)C(=O)CCCn2nncc2CO[C@@H]1CN(C)Cc1ccccc1C(F)(F)F
  3.0	9.7
- C[C@H]1CN([C@@H](C)CO)C(=O)c2cccc(NS(C)(=O)=O)c2O[C@H]1CN(C)C(=O)Nc1ccc2c(c1)OCO2
  -1.0	·
- COc1cccc(NC(=O)N[C@H]2C=C[C@@H](CC(=O)NCc3ccncn3)O[C@H]2CO)c1
  0.0	26.1
- C[C@@H]1CN([C@@H](C)CO)C(=O)Cc2cc(N(C)C)ccc2O[C@H]1CN(C)Cc1ccc(Cl)c(Cl)c1
  -0.6	-5.4
- COc1ccc(CNC(=O)c2cc3c(c(-c4cccc(-c5ccc(C#N)cc5)c4)n2)[C@H](CCO)N([S@@](=O)C(C)(C)C)C3)cc1
  0.0	-16.1
- Cc1ccc(S(=O)(=O)NCC[C@@H]2CC[C@@H](NC(=O)Nc3ccccc3F)[C@H](CO)O2)cc1
  0.1	6.2
- CO[C@H]1CC[C@H]2CCN(C)C(=O)[C@H](C)[C@@H](OC)CN(C)C(=O)c3cc(C#N)ccc3OC[C@@H]1O2
  0.2	-4.8
- Cc1cccc(NC(=O)CSc2nnc(-c3cccc(Br)c3)n2-c2ccccc2)c1
  0.2	-1.3
- CO[C@@H]1CN(C)C(=O)c2cc(NC(=O)c3ccccc3)ccc2OC[C@H](C)N(C(=O)CN(C)C)C[C@@H]1C
  0.2	1.3
- COc1ccc(-c2cnc3c(c2)C(=O)N([C@@H](C)CO)C[C@@H](C)[C@H](CN(C)Cc2ccccc2)O3)cc1
  -0.5	-10.1
- CNCC(O)c1ccc(OC(=O)C(C)(C)C)c(OC(=O)C(C)(C)C)c1 (stereo not given)
  -1.0	·
- O=C(C[C@@H]1C=C[C@@H](NC(=O)CC2CC2)[C@@H](CO)O1)NCc1ccc(Cl)cc1
  -0.1	14.3
- CO[C@@H]1CN(C)C(=O)c2cc(NS(=O)(=O)c3ccccc3)ccc2OC[C@H](C)N(Cc2cccnc2)C[C@@H]1C
  -0.4	-5.0
- O=C(C[C@H]1CC[C@H](NC(=O)C2CCC2)[C@H](CO)O1)NCc1ccccc1Cl
  0.0	-3.2
- COc1cccc(S(=O)(=O)N(C)C[C@H]2Oc3cc(C#CCN(C)C)ccc3S(=O)(=O)N([C@@H](C)CO)C[C@@H]2C)c1
  0.0	·
- COc1ccc(S(=O)(=O)N(C)C[C@@H]2Oc3ncc(-c4cccc(C(F)(F)F)c4)cc3C(=O)N([C@H](C)CO)C[C@@H]2C)cc1
  -0.3	·
- C[C@H]1CN([C@@H](C)CO)C(=O)Cc2cc(NC(=O)Nc3ccc(F)cc3)ccc2O[C@H]1CN(C)S(=O)(=O)c1cn(C)cn1
  1.1	·
- C[C@@H]1CN([C@H](C)CO)C(=O)c2c(c3ccccc3n2C)-c2ccccc2CO[C@H]1CN(C)C(=O)Nc1ccc2c(c1)OCO2
  ·	-1.9
- C[C@H](CO)N1C[C@H](C)[C@@H](CN(C)C)Oc2c(NS(=O)(=O)c3cccs3)cccc2C1=O
  1.1	·
- COC(=O)CCC(=O)Nc1ccc(S(N)(=O)=O)cc1
  1.0	3.8
- Cc1ccccc1NS(=O)(=O)c1cc(C(=O)NCC2CCCO2)ccc1C (stereo not given)
  -0.9	6.6
- COc1ccc(N(CC(=O)Nc2cccnc2)S(C)(=O)=O)cc1
  0.6	-5.2
- C[C@@H]1CN([C@H](C)CO)C(=O)Cc2cc(NS(=O)(=O)c3ccc(F)cc3)ccc2O[C@@H]1CN(C)C(=O)Nc1ccc(C(F)(F)F)cc1
  1.1	·
- CO[C@H]1CN(C)C(=O)c2ccc(NC(=O)c3cccc(F)c3)cc2OC[C@H](C)N(C(C)=O)C[C@H]1C
  -0.1	7.8
- Cc1ccc(S(=O)(=O)Nc2ccc3c(c2)CC(=O)N([C@@H](C)CO)C[C@H](C)[C@H](CN(C)Cc2ccc(-c4ccccc4)cc2)O3)cc1
  -1.0	·
- C[C@H](CO)N1C[C@H](C)[C@@H](CN(C)Cc2ccc(Oc3ccccc3)cc2)Oc2ccc(NS(C)(=O)=O)cc2CC1=O
  0.3	·
- C[C@H](CO)N1C[C@H](C)[C@H](CN(C)S(C)(=O)=O)Oc2ncc(C3=CCCC3)cc2C1=O
  1.8	9.1
- O=C(CSc1nc(-c2ccccc2)cs1)Nc1ccccc1
  0.2	12.4
- COc1ccc(NC(=O)Nc2ccc3c(c2)C(=O)N([C@@H](C)CO)C[C@H](C)[C@@H](CN(C)Cc2ccc(Cl)c(Cl)c2)OCCCC[C@H](C)O3)cc1
  1.9	·
- C[C@@H]1CN([C@H](C)CO)C(=O)c2cc(NC(=O)CCCN(C)C)ccc2O[C@H]1CN(C)Cc1ccc2c(c1)OCO2
  3.3	-14.7
- CCC(=O)Nc1ccc2c(c1)OC[C@H](C)N(C(=O)c1ccccc1F)C[C@H](C)[C@@H](OC)CN(C)C2=O
  0.5	-0.5
- COc1cccc(-c2ccc3c(c2)O[C@@H](CN(C)Cc2cncnc2)[C@H](C)CN([C@H](C)CO)S3(=O)=O)c1
  -1.9	0.3
- CC(C)NC(=O)N(C)C[C@@H]1OCCCC[C@@H](C)Oc2ccc(NC(=O)Cc3ccccc3)cc2C(=O)N([C@H](C)CO)C[C@H]1C
  -1.4	-2.2
- O=[N+]([O-])c1cccc(NC(=S)Nc2nn(Cc3ccc(Cl)c(Cl)c3)cc2Br)c1
  0.7	1.2
- CC(=O)N(C)C[C@H]1Oc2cc(C#Cc3ccc(F)cc3)ccc2S(=O)(=O)N([C@@H](C)CO)C[C@@H]1C
  -1.4	-7.8
- O=C(C[C@H]1C=C[C@@H](NC(=O)Cc2cccnc2)[C@@H](CO)O1)Nc1ccccc1
  0.1	5.2
- CCn1c2ccccc2n2c(SCc3nc4ccccc4[nH]3)nnc12
  -0.2	-12.6

Remaining list, next part:
Sequence of screens – IDH1 R132H inh	PRC2 inh
- C[C@@H]1CN([C@H](C)CO)C(=O)Cc2cc(NC(=O)Cc3cn(C)c4ccccc34)ccc2O[C@H]1CN(C)C(=O)Nc1ccccc1
  -23.6	-0.9
- CO[C@H]1CN(C)C(=O)c2cc(NS(=O)(=O)CC(F)(F)F)ccc2OC[C@@H](C)N(CC2CCCCC2)C[C@H]1C
  0.1	2.4
- CO[C@@H]1CN(C)C(=O)c2ccc(NC(=O)c3cccc(F)c3)cc2OC[C@H](C)N(CC2CC2)C[C@H]1C
  -0.1	-5.4
- COc1ccc(-c2cnc3c(c2)C(=O)N([C@H](C)CO)C[C@H](C)[C@@H](CN(C)C)O3)cc1
  -2.8	5.5
- CO[C@@H](CN(C)C(=O)c1ccc2c(c1)OCO2)[C@@H](C)CN([C@H](C)CO)S(=O)(=O)c1ccccc1
  -0.5	-0.6
- C[C@@H]1CN([C@H](C)CO)C(=O)c2cc(C#CCN(C)C)cnc2O[C@@H]1CN(C)C(=O)c1ccc2c(c1)OCO2
  -0.7	17.2
- CCC(=O)N1C[C@@H](C)[C@@H](OC)CN(C)C(=O)c2cc(NC(=O)Nc3ccccc3)ccc2OC[C@H]1C
  -0.1	11.9
- C[C@@H]1CCCCO[C@H](CN(C)C(=O)Nc2ccccc2)[C@@H](C)CN([C@@H](C)CO)C(=O)c2cc(NC(=O)Cc3ccccc3)ccc2O1
  -0.6	·
- C[C@@H]1CN([C@H](C)CO)C(=O)c2cc(C#C[C@@H](C)O)cnc2O[C@H]1CN(C)CC1CCCC1
  -1.2	·
- C[C@@H]1CN([C@H](C)CO)C(=O)CCCn2nncc2CO[C@@H]1CN(C)CC1CCCC1
  0.2	·
- C[C@@H](NC(=O)C[C@@H]1CC[C@@H](NS(=O)(=O)c2cccc(F)c2)[C@@H](CO)O1)c1ccccc1
  0.0	4.6
- COc1cccc(NC(=O)N[C@@H]2CC[C@H](CC(=O)N3CCOCC3)O[C@@H]2CO)c1
  0.2	4.5
- Cc1noc(C)c1NC(=O)Nc1ccc2c(c1)C(=O)N([C@H](C)CO)C[C@@H](C)[C@@H](CN(C)C(=O)Nc1c(C)noc1C)O2
  2.1	·
- CC(C)NC(=O)Nc1ccc2c(c1)C(=O)N([C@@H](C)CO)C[C@@H](C)[C@@H](CN(C)C(=O)Nc1ccc(C(F)(F)F)cc1)OCCCC[C@@H](C)O2
  1.7	·
- C[C@@H]1CN([C@@H](C)CO)C(=O)c2cc(-c3cccc(C#N)c3)cnc2O[C@@H]1CN(C)Cc1ccncc1
  0.1	·
- COc1ccc(S(=O)(=O)N(C)C[C@H]2Oc3ccc(NC(=O)CCCN(C)C)cc3C(=O)N([C@@H](C)CO)C[C@H]2C)cc1
  -2.2	·
- Cc1ccc(S(=O)(=O)N(C)C[C@@H]2Oc3ncc(-c4ccccc4)cc3C(=O)N([C@H](C)CO)C[C@H]2C)cc1
  -0.9	-14.9

Single records, as listed above. Order of screens: IDH1 R132H inh | PRC2 inh
`Cc1ccc(S(=O)(=O)N(C)C[C@@H]2Oc3ncc(-c4ccccc4)cc3C(=O)N([C@H](C)CO)C[C@H]2C)cc1` is entered as -0.9 | -14.9
`C[C@@H]1CN([C@H](C)CO)C(=O)c2cc(C#CCN(C)C)cnc2O[C@@H]1CN(C)C(=O)c1ccc2c(c1)OCO2` is entered as -0.7 | 17.2
`CO[C@@H]1CN(C)C(=O)c2ccc(NC(=O)c3cccc(F)c3)cc2OC[C@H](C)N(CC2CC2)C[C@H]1C` is entered as -0.1 | -5.4
`COc1ccc(-c2cnc3c(c2)C(=O)N([C@H](C)CO)C[C@H](C)[C@@H](CN(C)C)O3)cc1` is entered as -2.8 | 5.5
`C[C@@H]1CN([C@H](C)CO)C(=O)CCCn2nncc2CO[C@@H]1CN(C)CC1CCCC1` is entered as 0.2 | ·
